Screening data: PubChem BioAssay, Sanford-Burnham Center for Chemical Genomics
MIN6 prolif – induces beta-cell replication in MIN6 cells | MIN6 cells proliferation, ATPlite luminescence, 48 h; cells starved in 0.2% serum; 100% = growth in 10% serum | proliferation, % at 10 µM | 330,000 tested, 0.29% active | AID 2380;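 active = compounds whose signal lies at least 3.5 SD above the mean of all wells on their plate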;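 also: 0% = DMSO-treated cells in low-serum medium and 100% = 10% serum control; some compounds called inactive have numbers as strong as hits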
tim10-1 inh – growth inhibitors of tim10-1 mutant yeast; 330,000 tested, 2.2% active; inhibition, % at 20 µM; S. cerevisiae tim10-1 ts strain growth, BacTiter-Glo, 24 h;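 active = inhibition of at least 40%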;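 also: mutant grown at 25 °C; 0% = DMSO wells with yeast and 100% = wells holding no yeast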
NALP3 yeast inh – NALP3 inhibition in yeast; 330,000 tested, 0.39% active; Yeast reconstituted NLRP3/ASC/caspase-1, beta-gal luminescence, 24 h; inhibition, % at 10 µM;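 active = inhibition of 50% or more; inactive = inhibition below 50%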;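 also: plate controls were induced DMSO wells for no effect and uninduced yeast grown without galactose for full effect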
NR3A LBD binder – modulators (binders) of human NR3A ligand-binding domain; NR3A LBD differential scanning fluorimetry, Tm shift; 0% = protein alone, 100% = glycine-bound protein; Tm shift relative to glycine control, % at 25 µM; 340,000 tested, 2.5% active;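 active = melting temperature shift of at least 10% of the positive control shift, at one fixed dose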
APJ antagonist – APJ receptor antagonism | P35414 | 330,000 tested, 0.32% active | CHO-K1 APJ beta-arrestin complementation, luminescence | inhibition, % at 20 µM | AID 2521;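 active = inhibition above about 40% at 20 µM, limit read from the data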;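 also: cells challenged with 10 nM apelin-13 agonist together with compound; plate controls were apelin-13 plus DMSO wells for no effect and DMSO wells lacking apelin-13 for full effect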
Target sequence (P35414 whole entry, looked up): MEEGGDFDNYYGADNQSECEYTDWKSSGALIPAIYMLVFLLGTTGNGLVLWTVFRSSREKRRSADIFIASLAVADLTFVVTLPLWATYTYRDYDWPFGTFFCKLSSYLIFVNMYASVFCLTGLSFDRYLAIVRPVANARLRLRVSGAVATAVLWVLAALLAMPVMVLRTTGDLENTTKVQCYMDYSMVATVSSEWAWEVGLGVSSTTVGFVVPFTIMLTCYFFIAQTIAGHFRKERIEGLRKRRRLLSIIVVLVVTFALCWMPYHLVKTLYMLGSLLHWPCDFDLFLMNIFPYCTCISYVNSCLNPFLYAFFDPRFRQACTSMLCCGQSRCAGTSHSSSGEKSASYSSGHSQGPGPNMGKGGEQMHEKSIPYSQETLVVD
APJ agonist – activates the human apelin receptor APJ | CHO-K1 APJ PathHunter beta-arrestin, luminescence; 0% DMSO wells, 100% apelin | activation, % at 20 µM | 330,000 tested, 0.11% active;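 active = activation more than six SD over the plate average, tested at 20 µM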;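 also: 0% = DMSO alone and 100% = apelin-13 at 10 nM; some results filed as inactive read as strong as hits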
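Assay system – PathHunter CHO-K1 APJ (AGTRL-1) beta-arrestin reporter cells · Compound – one dose, 20 µM compound, 1% DMSO · Timing – compound 90 min 25 °C, reagent 1 h · Measured by – luminescence from split beta-galactosidase complementation, Galacton Star/Emerald II substrate · Measure – beta-arrestin recruitment to APJ as agonist activity, luminescent signal · Benchmarks – DMSO vs Apelin-13 10 nM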
TIM10 inh – growth inhibitors of TIM10 yeast strain | 330,000 tested, 1.4% active | inhibition, % at 10 µM | S. cerevisiae TIM10 strain growth, BacTiter-Glo luminescence, 24 h;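 active = inhibition of 40% or more at the single tested concentration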;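 also: wild-type TIM10 isogenic control strain grown at permissive 25 °C; 0% = DMSO yeast wells and 100% = minimal medium wells without yeast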
MPTP inh – inhibitors of mitochondrial permeability transition pore; inhibition, % at 10 µM; isolated mouse mitochondria, Ca2+ swelling absorbance, 30 min; 360,000 tested, 1.4% active;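 active = inhibition of 50% or more, scaled per plate between neutral and stimulator controls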;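 also: 0% = DMSO wells given calcium and 100% = 1 mM EGTA wells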
tim23-1 inh – inhibits growth of tim23-1 mutant yeast. S. cerevisiae tim23-1 growth, BacTiter-Glo luminescence, 24 h. 330,000 tested, 1.3% active. inhibition, % at 20 µM;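 active = growth inhibition of the mutant yeast at or above 50%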;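 also: temperature-sensitive mutant grown at 25 °C; plate controls were DMSO-treated mutant yeast for no effect and medium wells lacking yeast for full effect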
* = called active by the depositor; . = not tested or not shown.

molecule | TIM10 inh | MIN6 prolif | NR3A LBD binder | tim23-1 inh | MPTP inh | tim10-1 inh | NALP3 yeast inh | APJ agonist | APJ antagonist
O=C(COC(=O)COc1ccccc1[N+](=O)[O-])NCc1ccc2c(c1)OCO2 | -8 | -3 | 2 | 5 | -0.8 | 18 | -2 | -2 | 13
Cc1ccc(C)c(S(=O)(=O)N2CCCC2CNC(=O)C(=O)NC2CCCC2)c1 (stereo not drawn) | 19 | 3 | 3 | 24 | -0.1 | 24 | 13 | 5 | 5
C/C(=N\Nc1nc2ccccc2s1)c1ccc(Br)s1 | 26 | -6 | 23* | 26 | 11 | 23 | -6 | 0 | 11
CCCC(C)NC(=O)c1cc(Cl)ccc1OC (stereo not drawn) | -2 | -1 | 0 | 7 | -1.5 | 2 | 9 | -3 | 19
N/C(=N\OS(=O)(=O)c1ccc(Br)cc1)c1ccncc1 | 12 | -3 | 1 | 5 | 2.2 | 29 | 7 | 11 | -50
O=C(N/N=C/c1ccncc1)C1CC1(c1ccccc1)c1ccccc1 (stereo not drawn) | -7 | 3 | 0 | 4 | 2.7 | -10 | 26 | 1 | 8
Cc1cccc(Oc2nc(-c3ccncc3)nc3ccccc23)c1 | 30 | -3 | -1 | 45 | 1.4 | 22 | 5 | -3 | -26
CC1(C(=O)Nc2cccc(C(F)(F)F)c2)CO1 (stereo not drawn) | 10 | -2 | . | 18 | . | 4 | 3 | -3 | 12
CSCCC(NC(=O)c1ccco1)C(=O)Nc1ccncc1 (stereo not drawn) | 13 | 1 | -2 | 8 | 1.0 | 1 | 4 | 5 | 0
CCSc1nnc(CNC(=O)C23CC4CC(CC(C4)C2)C3)n1C1CCCCC1 | 16 | 0 | -3 | 8 | 2.5 | 11 | 8 | -3 | 5
CC(Nc1nc2ccccc2n2cnnc12)c1ccccc1 (stereo not drawn) | 6 | -3 | 4 | 26 | 0.7 | 2 | 2 | -1 | 0
O=C(CN1C(=O)C2C3C=CC(C3)C2C1=O)NCCc1ccccc1Cl (stereo not drawn) | 6 | -2 | 1 | 9 | -1.6 | 11 | 1 | -1 | 0
CCOC(=O)c1cnc(SCc2ccccc2)nc1N | 12 | -2 | 0 | 31 | 0.3 | 26 | 31 | -2 | -1
CC(/C=N/NC(=O)c1cc(C2CC2)[nH]n1)=C\c1ccccc1 | 31 | -2 | -8 | 14 | 1.9 | 17 | 3 | -3 | 13
Cc1ccc(S(=O)(=O)N2CCOCC2)cc1C(=O)OCC(=O)Nc1ccc2[nH]c(=O)[nH]c2c1 | -45 | 0 | -2 | -12 | 0.4 | -39 | 21 | -3 | 8
S=c1[nH]nc(-c2ccc(Cl)cc2Cl)n1-c1ccccc1 | 7 | -1 | 0 | 22 | 0.9 | 14 | 26 | 0 | -26
CCOC(=O)Nc1ccc2c(c1)N(C(=O)CCN1CCN(C)CC1)c1ccccc1S2 | 5 | -1 | 1 | 14 | -4.7 | 8 | 13 | -3 | 8
COc1ccccc1N1CCN(/N=C/C=C\c2ccco2)CC1 | 5 | -2 | -4 | 5 | -1.6 | 19 | 20 | -3 | 12
CCOCCCNS(=O)(=O)c1ccccc1 | -11 | -1 | 0 | -5 | -0.7 | 17 | -7 | -1 | 7
Cc1cc(C)cc(N2C(=O)CC(n3nc(C)cc3C)C2=O)c1 (stereo not drawn) | -2 | -3 | -1 | 14 | 0.4 | 7 | 4 | 8 | 9
CCOc1ccccc1OCC(=O)OC(C)C(=O)Nc1ncc(Cl)cc1Cl (stereo not drawn) | 10 | 4 | -1 | 27 | 0.1 | 17 | 13 | -2 | -3
CCOc1ccc(NC(=S)NC23CN4CN(CN(C4)C2)C3)cc1 | -4 | -3 | 2 | 0 | -0.8 | 10 | -3 | -3 | 0
CCOC(=O)c1oc2ccccc2c1CN1CCN(c2ccccc2)CC1 | 24 | 0 | 2 | -11 | 33 | 16 | 12 | -3 | 17
CCSc1sc(CC)cc1C=O | 5 | 1 | -2 | -3 | -0.3 | 2 | -12 | -2 | 1
Cc1cc(C)c2c(n1)sc1c(N3CCCCC3)ncnc12 | 15 | -1 | 1 | 31 | -0.2 | 20 | 17 | -3 | 14
O=C(NCc1cccnc1)C(=O)C1C(=O)Nc2ccccc21 (stereo not drawn) | 34 | -2 | -1 | 5 | 0.4 | -25 | 14 | 2 | 6
O=S(=O)(c1cccc(C(F)(F)F)c1)N1CCN(C(=S)NCc2ccco2)CC1 | -1 | -6 | -3 | 22 | -1.0 | 15 | 10 | -3 | 3
FC(F)(F)c1ccc(N2CCN(c3cc(-c4ccccc4)nc4ncnn34)CC2)nc1 | 35 | -4 | -2 | 31 | 92* | 45* | 18 | 1 | 10
COc1ccc(-c2cc3ncccc3cn2)cc1 | -2 | -1 | -1 | 9 | -0.9 | 9 | 38 | -2 | -1
COc1ccc(NS(=O)(=O)c2ccc(NC(=O)c3ccc(N(C)S(C)(=O)=O)cc3)cc2)c(OC)c1 | 2 | 2 | -3 | -1 | 11 | 6 | 4 | 0 | 2
COc1ccc(CCNC(=O)C(=O)NCC2OCCN2S(=O)(=O)c2cccs2)cc1OC (stereo not drawn) | -3 | -1 | 0 | 13 | -1.8 | 8 | 7 | -6 | -31
CS(=O)(=O)N(CC(=O)O)c1cc(Cl)cc(Cl)c1 | 1 | 0 | -3 | 14 | -2.4 | 5 | -2 | 0 | 12
CCc1ccc(Nc2nnc(SCC(=O)c3c(N)n(C4CC4)c(=O)[nH]c3=O)s2)cc1 | 3 | -1 | -5 | -3 | -1.1 | -5 | 23 | -1 | -4
O=C(COc1ccccc1[N+](=O)[O-])Nc1cc(C(=O)O)cc(C(=O)O)c1 | 9 | 1 | -1 | 3 | 3.1 | -1 | -1 | -2 | 15
CCn1c2ccc(OC)cc2c2nc3ccccc3nc21 | -6 | 4 | 3 | 28 | . | 14 | 11 | -3 | 14
O=C(NN1C(=O)/C(=C/c2cccc(O)c2)SC1=S)c1ccccc1O | 1 | -7 | 23* | 18 | 0.8 | 15 | 9 | -2 | -16
CCn1c(/C=C2/C(=O)N(C)c3ccccc32)nc2ccccc2c1=O | 37 | -1 | 3 | 54* | 0.6 | 50* | 24 | 2 | -4
COC(=O)n1c(=O)oc2ccccc21 | -11 | -2 | 0 | 2 | 0.1 | -21 | 3 | 4 | -13
C=C(Br)Cn1c(CC(C)C)nc2ccccc21 | 16 | -2 | -1 | -16 | 0.9 | 12 | -7 | -3 | -6
c1ccc(CCc2nn3c(Cn4nnc5ccccc54)nnc3s2)cc1 | -6 | -2 | -1 | -2 | 0.3 | 12 | -1 | -7 | 8
Cc1nnsc1C(=O)N1CCC(CO)(Cc2ccccc2Cl)CC1 | 1 | -1 | -2 | 5 | 1.8 | 9 | -8 | -2 | 15
CCCCOC(=O)c1cccc(NC(=O)CCC(=O)O)c1 | 4 | -2 | 0 | -5 | 5.6 | 10 | -4 | -3 | 15
CCCC1=Nc2cc(C(=O)N3CCN(c4ccccn4)CC3)ccc2Sc2ccc(C)cc21 | 24 | -8 | 2 | 17 | 0.1 | 17 | 8 | 7 | 21
Cc1cc(C)c2c(N)c(-c3nc4ccccc4[nH]3)sc2n1 | 19 | -1 | 4 | 35 | 0.0 | -1 | 50* | -3 | -3
CN1/C(=C\C(=O)COC(=O)Cn2nnc(-c3ccccc3)n2)C(C)(C)c2ccccc21 | 21 | -3 | 1 | 21 | 0.2 | 32 | 23 | -2 | 1
CC(C)c1ccc(Nc2nc(CC(=O)O)cs2)cc1 | 20 | -3 | -5 | 20 | 2.2 | 37 | 5 | -4 | 5
Cc1cccc(N2O[C@H]3C=CC2CCCC3)n1 | -8 | . | 1 | 33 | -1.7 | 13 | . | . | .
NC1=NC(=Nc2ccc(Cl)cc2)c2ccccc21 | 13 | -2 | -2 | 19 | -0.7 | 20 | -3 | -5 | 18
O=C(NCC1CCCO1)C12CN(Cc3ccccc3)CC1C(c1cccc([N+](=O)[O-])c1)=NO2 (stereo not drawn) | 3 | 2 | -1 | 13 | -2.0 | -13 | 9 | 3 | 5
N#Cc1nc(-c2ccc(F)cc2)oc1N1CCCC1 | -5 | -2 | 1 | 19 | -1.3 | 26 | 7 | 1 | -4
COC(=O)c1ccccc1NC(=O)Cn1nnc(-c2ccc(OC)cc2)n1 | 1 | -1 | 0 | 10 | 0.7 | -4 | 40 | -3 | -2
O=C(COC(=O)COc1ccccc1Cl)Nc1ccccc1OC(F)F | 4 | -1 | 5 | 12 | -2.1 | 19 | -2 | 0 | -3
CCCC(=O)NC(=S)Nc1cccc(NC(=O)c2ccc(Cl)cc2Cl)c1 | 5 | -3 | -2 | 2 | -3.2 | 8 | 7 | 0 | 5
CCN(CC)CC(=O)c1c(N)n(Cc2ccccc2)c(=O)n(C)c1=O | -20 | -3 | 1 | 18 | 0.7 | -8 | -12 | -3 | -5
CC1=C(C(=O)OCC2CCCO2)C(c2ccc(Cl)c(Cl)c2)NC(=O)N1 (stereo not drawn) | 1 | -1 | 0 | 7 | 1.0 | 15 | 10 | -2 | -8
Cc1ccc(F)cc1CNC(=O)C1CCC(=O)N(CCCN2CCCC2=O)C1 (stereo not drawn) | 0 | 0 | 13* | 2 | -1.5 | -1 | -3 | -2 | 4
O=S(=O)(c1ccc(-c2nc3ccccc3s2)cc1)N1CCCC1 | 9 | -1 | 0 | 1 | 0.5 | 3 | 0 | -2 | 5
Cc1ccc(C(=O)NCCNc2ncc(C(F)(F)F)cc2Cl)cc1[N+](=O)[O-] | 10 | -2 | -2 | 24 | 3.0 | -4 | 23 | 0 | 2
CC(=O)c1ccc(NC(=O)/C(Cl)=C/c2ccccc2)cc1 | 3 | -3 | -7 | -9 | -2.6 | -4 | 15 | -1 | 6
COc1ccccc1-c1noc(-c2ccccc2C(=O)NCc2ccco2)n1 | 8 | -4 | 0 | 19 | -1.6 | 14 | 18 | -1 | -8
CCOc1ccc(S(=O)(=O)NCCC(=O)OCC(=O)NC(=O)c2cccn2C)cc1 | -9 | 2 | 1 | -5 | -0.9 | -4 | 13 | -3 | 2
C[C@]12c3[nH]c4cc(-c5ccco5)ccc4c3CCN1C(=O)[C@@H](CC(=O)NCCC1=CCCCC1)C[C@@H]2C(=O)N1CCOCC1 | 8 | . | -7 | 34 | -0.2 | 19 | . | . | .
COc1cccc(C(C(=O)NC2CCCCC2)N(C(=O)c2ccccn2)c2cccnc2)c1 (stereo not drawn) | -7 | 0 | -7 | 2 | -0.9 | -4 | 13 | -3 | -10

Entries of single compounds as entered above.
`CCOCCCNS(=O)(=O)c1ccccc1` is listed with TIM10 inh = -11; MIN6 prolif = -1; NR3A LBD binder = 0; tim23-1 inh = -5; MPTP inh = -0.7; tim10-1 inh = 17; NALP3 yeast inh = -7; APJ agonist = -1; APJ antagonist = 7
`CSCCC(NC(=O)c1ccco1)C(=O)Nc1ccncc1` (stereo not drawn) is listed with TIM10 inh = 13; MIN6 prolif = 1; NR3A LBD binder = -2; tim23-1 inh = 8; MPTP inh = 1.0; tim10-1 inh = 1; NALP3 yeast inh = 4; APJ agonist = 5; APJ antagonist = 0
